S1P2 blocker: blocks the human S1P2 receptor; O95136; cell-based S1P2 antagonist assay, inhibition at 5 uM; inhibition, % at 5 µM; actives 0.21% (n = 97,000); AID 736; in the data active = inhibition above about 45%;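 note: CRE beta-lactamase reporter cells expressing human S1P2 stimulated with S1P; 0% = agonist at EC80 alone and 100% = agonist plus reference antagonist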
Target sequence (O95136 whole entry, looked up): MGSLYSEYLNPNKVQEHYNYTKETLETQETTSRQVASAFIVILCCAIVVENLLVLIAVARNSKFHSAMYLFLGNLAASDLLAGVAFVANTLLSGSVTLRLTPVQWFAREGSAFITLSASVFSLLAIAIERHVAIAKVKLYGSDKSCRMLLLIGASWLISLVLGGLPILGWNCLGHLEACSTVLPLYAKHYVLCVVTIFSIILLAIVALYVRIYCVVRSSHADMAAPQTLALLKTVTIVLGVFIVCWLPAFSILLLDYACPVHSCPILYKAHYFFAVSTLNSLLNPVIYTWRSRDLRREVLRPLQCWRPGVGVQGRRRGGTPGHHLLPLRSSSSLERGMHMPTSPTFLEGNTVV
HUVEC prolif 384: human endothelial cell proliferation inhibition | HUVEC proliferation, CellTiter-Glo luminescence, 72 h; hits give low values | actives 1.1% (n = 86,000) | viability, % at 10 µM (by protocol) | AID 648;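 active = viability at or below 30%; inactive = viability above 30%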;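 note: 100% = median luminescence of DMSO-only cell control wells on each plate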
PostGolgi yeast: growth inhibition of a yeast mutant, post-Golgi transport screen. actives 0.9% (n = 98,000). inhibition, % at 10 µM. post-Golgi transport phenotypic cell assay. AID 739;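 note: yeast cells grown in 1536-well plates; yeast grown about 18 h at 30C before absorbance read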
S1P2 ag: activates the human S1P2 receptor. AID 729. activation, % at 4.5 µM. S1P2-expressing cell line, agonist reporter read-out. O95136. actives 0.46% (n = 97,000); in the data active = activation above about 16%;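 note: 0% = vehicle low control and 100% = maximal reference agonist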
PostGolgi ctrl: growth of the yeast control strain, post-Golgi counter-screen. efflux-deficient yeast background strain, growth absorbance A615, 16 h. AID 738. inhibition, % at 10 µM. actives 5% (n = 98,000)
E coli WT exp: blocks growth of wild type E. coli BW25113; OD600 absorbance; growth inhibition, % at 100 µM; actives 0.15% (n = 98,000); AID 710;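 active = growth inhibition above about 50% at one test dose, limit read from the data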;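 note: growth measured after 20 h incubation at 37 °C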
H69AR growth 86K: growth inhibitors of human H69AR lung tumor cells. H69AR lung tumor viability, ATP luminescence, 72 h; hits give low values. viability, % at 10 µM. actives 6% (n = 85,000);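 active = viability at or below 40%; inactive = viability above 40%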;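 note: multidrug resistant small cell line overexpressing MRP-1 efflux transporter; 100% = mean luminescence of untreated control wells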
Fibroblast inh: blocks proliferation of human lung fibroblasts. LL 47 human lung fibroblast viability, ATP luminescence; hits give low values. viability, % at 10 µM. actives 1.1% (n = 85,000). AID 719;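 active = viability at or below 50% in the single dose screen; inactive = viability above 50%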;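 note: compound exposure lasted 72 h before the ATP readout; 100% = median luminescence of untreated cell-only wells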
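Test system: LL 47 human lung fibroblasts / Quantity: 1,150 cells in each well / Medium: IMEM growth medium with 15% fetal bovine serum / Incubation: 72 h compound exposure at 37 °C after overnight plating / Detection: CellTiter-Glo luminescence measuring cellular ATP / Read-out: % viability versus median cells-only luminescence / Benchmarks: cell-only wells, no compound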
hDAT+cocaine: human DAT dopamine uptake with cocaine, either direction. Q01959. LLC-PK1 hDAT cells, [14C]-dopamine uptake with cocaine IC80; actives deviate in either direction. B-score at 10 µM. actives 1.3% (n = 110,000);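 active = Z score or B-score, a plate-position-corrected score, falls beyond the plate's 99.7% confidence bounds, in either direction; inactive = both scores lie inside the 99.7% bounds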;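 note: scored against the spread of the other compound wells on the same plate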
Target sequence (Q01959 whole entry, looked up): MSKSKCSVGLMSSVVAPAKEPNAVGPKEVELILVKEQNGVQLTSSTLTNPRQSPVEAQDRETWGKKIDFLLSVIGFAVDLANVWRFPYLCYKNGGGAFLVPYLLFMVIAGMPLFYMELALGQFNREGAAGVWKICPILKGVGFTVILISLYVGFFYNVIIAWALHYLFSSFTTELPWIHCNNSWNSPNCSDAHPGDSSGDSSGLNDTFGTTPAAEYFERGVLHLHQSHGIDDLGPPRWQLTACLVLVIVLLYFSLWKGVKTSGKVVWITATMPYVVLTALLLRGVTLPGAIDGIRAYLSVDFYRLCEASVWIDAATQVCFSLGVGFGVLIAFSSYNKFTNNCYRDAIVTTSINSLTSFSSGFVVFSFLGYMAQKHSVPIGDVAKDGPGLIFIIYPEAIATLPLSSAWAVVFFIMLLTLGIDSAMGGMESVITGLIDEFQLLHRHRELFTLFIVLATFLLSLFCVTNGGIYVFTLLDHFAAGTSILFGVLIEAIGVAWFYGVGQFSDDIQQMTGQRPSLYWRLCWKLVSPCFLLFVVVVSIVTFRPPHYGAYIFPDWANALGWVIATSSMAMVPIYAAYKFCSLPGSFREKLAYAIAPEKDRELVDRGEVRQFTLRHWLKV
Starred values were filed as active, the others as inactive; / = no result given. Cut-off read from the data, not from the text of the source, unless noted: active = inhibition above about 30%; inactive = the rest.

SMILES | S1P2 blocker | HUVEC prolif 384 | PostGolgi yeast | S1P2 ag | PostGolgi ctrl | E coli WT exp | H69AR growth 86K | Fibroblast inh | hDAT+cocaine
O=C(Cc1ccc(Cl)cc1)NNC(=O)Nc1cccc2ccccc12 | -12 | / | -16 | -2 | 7 | -1 | / | / | -0.41
C=CCNc1cc(C)oc(=O)c1C(=O)CCC | -41 | 90 | -3 | 3 | 8 | 5 | 97 | 91 | -0.38
CN=C(Nc1cc(C)nn1-c1ccccc1)c1ccccc1 | 11 | 92 | -5 | -6 | 19 | 6 | 87 | 110 | 0.56
O=C(Nc1ccc(NC(=O)C2CC2)nc1)c1cccs1 | 20 | 107 | -1 | -5 | 2 | -6 | 91 | 110 | 0.18
O=C(c1coc2ccccc2c1=O)N1CCN(c2cccc(C(F)(F)F)c2)CC1 | 12 | 84 | 2 | -5 | 13 | 1 | 96 | 103 | /
COC(=O)c1nnn(-c2nonc2N)c1CSc1ccccn1 | / | 88 | 24 | / | 8 | 4 | 93 | 94 | -1
NC(=O)c1ccc(C(F)(F)F)n(Cc2ccccc2Cl)c1=O | -16 | / | 2 | -4 | 44* | -8 | / | / | 1.1
CCc1nnc(NC(=O)CN2CCN(c3cccc(OC)c3)CC2)s1 | -14 | 97 | / | -6 | / | / | 90 | 96 | 0.18
C=C(C)COc1ccc(-c2[nH]ncc2-c2ccccc2OC)c(O)c1 | -12 | 32 | 54* | -4 | 52* | 26 | 6.0* | 64 | 0.18
O=C(O)CCC(=O)Nc1ccc(-c2nnc(-c3ccco3)o2)cc1 | -2 | 104 | -1 | 2 | 11 | 3 | 91 | 97 | -0.47
CCC(C(=O)NCc1ccccc1OC)n1nc(C)n2c(cc3occc32)c1=O (configuration not stated) | -7 | 97 | -5 | -3 | 4 | 8 | 96 | 93 | 0.048
COc1ccc(OCC(O)CNC(=O)c2ccc(Br)cc2)cc1 (configuration not stated) | -5 | 103 | 19 | -6 | 2 | -4 | 94 | 112 | 1.3
O=C(N/N=C/c1ccc(-c2ccccc2[N+](=O)[O-])o1)c1cccnc1 | 0 | / | 1 | -4 | 9 | 8 | / | / | -0.94
CCOCCCNC(=O)C(NC(=O)CNC(C)=O)c1ccc(C)cc1 (configuration not stated) | 0 | 104 | -8 | -2 | 7 | 5 | 114 | 103 | -0.46
COc1cccc(NC(=O)NC2CCN(Cc3nnnn3Cc3ccc(F)cc3)CC2)c1 | 2 | 77 | 22 | -3 | 0 | -4 | 80 | 104 | -0.75
CSc1ccccc1N=CC1=C(O)CC(C)(C)CC1=O | 22 | / | -2 | -4 | 9 | -9 | / | / | 0.94
CCCCNC(=O)CS(=O)Cc1nc(-c2ccc(C)cc2)oc1C (configuration not stated) | 4 | 97 | 3 | -3 | -4 | -4 | 96 | 96 | 0.71
Cc1[nH]n2c(=O)cc(-c3ccc([N+](=O)[O-])cc3)nc2c1-c1ccccc1 | -2 | 8.6* | / | -6 | / | / | 15* | 53 | 1.4
COC(=O)c1[nH]c2cccc(OC)c2c1NC(=O)CN1CCC(C(N)=O)(N2CCCCC2)CC1 | 10 | / | 21 | -11 | -1 | 6 | / | / | -0.3
CC1CCC(N2CCN(c3ncccn3)CC2)CC1 (configuration not stated) | 1 | 100 | 0 | -9 | 12 | -4 | 104 | 96 | 0.03
Cc1nn(C)c(Cl)c1NC(=O)OCc1ccc(Cl)cc1Cl | 14 | / | 8 | -4 | 17 | 1 | / | / | /
Cc1cc(C)n(-c2nc3sc4c(c3c3nnc(SC(C)C)n23)CC(C)(C)OC4)n1 | -9 | 97 | / | -3 | / | / | 74 | 97 | /
O=C(Cn1ccc2ccccc2c1=O)Nc1ccc2c(c1)OCO2 | 7 | 97 | -5 | -6 | -10 | 1 | 87 | 95 | -0.023
C=CCN1C(=O)C(O)=C(C(C)=O)C1c1ccccc1F (configuration not stated) | / | 102 | -2 | / | 1 | -6 | 97 | 92 | -0.039
CC(NC(=O)CN1CCCC1)C12CC3CC(CC(C3)C1)C2 (configuration not stated) | 17 | 98 | 0 | -3 | 6 | 7 | 97 | 101 | -5.6*
CCc1nn(CC(=O)NCCCN(Cc2ccccc2)C(C)C)c(=O)c2cc3sccc3n12 | 17 | 82 | -5 | 1 | -5 | 22 | 94 | 100 | 0.7
CCOC(=O)C(=CNCC(=O)O)C(=O)OCC | 19 | / | -1 | -5 | -3 | -1 | / | / | -0.0012
COc1cc(NC(=O)CN2c3ccccc3CC2C)cc(OC)c1OC (configuration not stated) | -10 | / | 11 | -7 | -2 | 14 | / | / | 1
Cn1c(=O)c2c(nc(N3CCc4ccccc4C3)n2Cc2ccccc2F)n(C)c1=O | -4 | 90 | 9 | -4 | 47* | -1 | 67 | 93 | -1.2
CCOC(=O)c1ccc2ncc(C(=O)OCC)c(NCc3ccco3)c2c1 | -16 | 65 | 10 | -6 | 8 | -4 | 36* | 105 | 0.13
O=C(NCc1ccccc1)c1ccc(Cn2cc(C(F)(F)F)ccc2=O)cc1 | -3 | / | 23 | 0 | 9 | 5 | / | / | 0.3
C[C@H]1C[C@@H]2[C@H]([C@@H](O)C[C@@]3(C)[C@H]2CC[C@]3(O)C(=O)CO)[C@@]2(C)C=CC(=O)C=C12 | / | 99 | / | / | / | / | 72 | 86 | 0.97
CC(C)(C)c1cc(C(=O)N2CCc3ccccc32)ccn1 | -12 | 86 | 2 | -3 | -1 | 0 | 86 | 97 | 0.76
CN(C)CCCNc1oc(-c2ccccc2)nc1C#N | / | 96 | 0 | / | 2 | 4 | 97 | 103 | 0.025
CCCS(=O)(=O)N1CCc2cc(OC)c(OC)cc2C1 | -9 | 95 | 2 | -2 | 2 | 5 | 99 | 100 | -8.2*
O=C(NC1CCCC1)c1ccc2nc(-c3ccco3)c(-c3ccco3)nc2c1 | -10 | 75 | -3 | -5 | 8 | -18 | 48 | 108 | /
C=C1N(CCCCCC(=O)O)C(=O)OC12CCCCC2 | / | 92 | 9 | / | 5 | -16 | 105 | / | -0.58
Cc1cc(C)n2nc3ccccc3c2n1 | -22 | 118 | -11 | -11 | 9 | 3 | 83 | 96 | -0.5
O=C1c2ccccc2C(=O)N1CCCCCc1nc(-c2ccccc2)no1 | 15 | 117 | 8 | -7 | 49* | -8 | 99 | 92 | -1.1
Cc1ccc(N=c2c([N+](=O)[O-])nn(-c3ccccc3)n2O)c(C)c1 | -13 | 94 | 0 | -5 | 1 | -1 | 91 | 84 | 1.5
CN1CCN(c2nc(N3CCN(c4ccccc4)CC3)ncc2F)CC1 | -5 | 94 | 5 | -6 | 13 | 8 | 100 | 96 | 0.23
O=C(CSc1nnc(C2CC2)n1Cc1ccccc1)c1ccc(S(=O)(=O)N2CCOCC2)cc1 | -5 | 95 | 21 | -7 | -1 | 4 | 70 | 104 | -0.17
CCCOc1ccc(-c2nnc(-c3ccco3)o2)cc1 | 2 | 113 | 2 | -5 | -1 | 1 | 90 | 103 | 1.2
CCOC(=O)C1=NN(c2ccccc2)C(c2ccccc2)CC1=O (configuration not stated) | 1 | 88 | / | -5 | / | / | 94 | 94 | -0.93
CCCc1nc2oc3c(NCCOCCO)ncnc3c2c2c1COC(C)(C)C2 | / | 100 | 1 | / | 8 | 2 | 76 | 96 | 1.3
Cc1cc(NC(=O)C2CC(c3cccc(Br)c3)=NO2)no1 (configuration not stated) | 12 | 87 | 5 | -4 | 2 | -3 | 90 | 99 | 0.0044
CC(=O)CCc1ccc2oc(C(=O)O)c(C)c2c1 | 9 | 98 | -2 | -1 | 30 | -7 | 89 | 98 | -1.9
O=C(NC1CCCCCC1)c1cccs1 | 10 | 96 | -8 | -3 | 25 | -2 | 80 | 97 | 0.038
CC(C)C(NS(=O)(=O)c1cccs1)C(=O)N1CCc2ccccc2C1 (configuration not stated) | -19 | 89 | 4 | -3 | 2 | 3 | 105 | 81 | 0.45
CCOC(=O)C1=C(C)NC(C)=C(C(=O)OCC)C1/C=C/c1ccccc1 | -33 | / | -7 | 1 | 24 | -4 | / | / | 0.99
CCN(CC)S(=O)(=O)N1CCC(C(=O)NCC2COc3ccccc3O2)CC1 (configuration not stated) | -4 | 89 | 2 | -9 | -7 | -17 | 91 | 101 | 0.39
COc1ccc(Cc2nn3c(-c4ccccc4Br)nnc3s2)cc1 | 6 | 99 | 1 | -7 | 45* | -10 | 86 | 93 | 0.98
NC(=O)C1(NC(=O)[C@@H]2CC3(CC(c4cccc(NC(=O)c5cc([N+](=O)[O-])cc([N+](=O)[O-])c5)c4)=NO3)CN2C(=O)c2ccccc2)CC1 (some centres not stated) | 5 | / | -3 | -10 | 9 | -4 | / | / | 0.23
O=C(Nc1ccc(N2CCN(Cc3ccccc3Cl)CC2)cc1)c1cccnc1 | 15 | 106 | -2 | -5 | 10 | 1 | 75 | 103 | -0.94
C/C(=N/NC(=O)c1cccs1)c1ccc(NC(=O)COc2ccc(Cl)cc2Cl)cc1 | -15 | / | -9 | -7 | 1 | -2 | / | / | -1.2
CN(C)S(=O)(=O)c1ccc(NC(=O)COC(=O)c2ccccn2)cc1 | 3 | 105 | -19 | -4 | 2 | 5 | 111 | 101 | 0.32
CSCCC(NC(=O)c1ccccc1)C(=O)OCC(=O)Nc1ccc(C)c(Cl)c1 (configuration not stated) | 5 | / | -2 | -6 | 31* | -13 | / | / | 0.021
COc1ccccc1NC(=S)NCCc1ccc(Cl)cc1 | 7 | 86 | 0 | -2 | 16 | 10 | 99 | 97 | -0.97
Cc1sc2ncn(CCn3cnc4sc(C)c(C)c4c3=O)c(=O)c2c1C | 0 | 101 | 7 | -2 | 20 | -10 | 81 | 100 | 2.1
CC12CC(NC(=O)N1CCc1ccccc1)c1cc(Cl)ccc1O2 (configuration not stated) | 40 | / | 0 | -5 | 7 | -4 | / | / | 0.0063

Some of these compounds in order of their number in S1P2 ag, high to low.
| mol | S1P2 blocker | S1P2 ag | hDAT+cocaine |
| --- | --- | --- | --- |
| CC(=O)CCc1ccc2oc(C(=O)O)c(C)c2c1 | 9 | -1 | -1.9 |
| O=C(NC1CCCCCC1)c1cccs1 | 10 | -3 | 0.038 |
| O=C(Nc1ccc(N2CCN(Cc3ccccc3Cl)CC2)cc1)c1cccnc1 | 15 | -5 | -0.94 |
| CCN(CC)S(=O)(=O)N1CCC(C(=O)NCC2COc3ccccc3O2)CC1 (configuration not stated) | -4 | -9 | 0.39 |

Continuation.
SMILES | S1P2 blocker | HUVEC prolif 384 | PostGolgi yeast | S1P2 ag | PostGolgi ctrl | E coli WT exp | H69AR growth 86K | Fibroblast inh | hDAT+cocaine
CCN1CCN(CCCNC(=O)C2c3ccccc3C(=O)N(C)C2c2ccc(OC)cc2)CC1 (configuration not stated) | 7 | 98 | -12 | -4 | 5 | -5 | 103 | 100 | -1.4
CC(C)(C)n1ncc2c(=O)n(Cc3ccc(Cl)cc3Cl)cnc21 | 13 | / | -9 | -5 | 7 | 6 | / | / | 0.8
Cn1c(N)c(C(=O)COC(=O)C2CCC(C(C)(C)C)CC2)c(=O)n(C)c1=O (configuration not stated) | 3 | 93 | 16 | -4 | 18 | 3 | 98 | 95 | 0.44
O=C(COC(=O)c1cccc(S(=O)(=O)N2CCc3ccccc3C2)c1)NCc1ccco1 | / | 91 | -5 | / | 43* | -4 | 90 | 92 | 0.17
COC(=O)CSc1nc2ccccc2c(=O)n1C | -23 | 103 | 22 | -9 | -2 | 7 | 94 | 91 | 0.98
O=C(Nc1ccc2c(c1)oc1ccc(S(=O)(=O)N3CCCC3)cc12)C1CC1 | 4 | 86 | -9 | -3 | 5 | -6 | 82 | 85 | 0.027
O=C1c2ccccc2C(O)(c2ncc[nH]2)N1C1CCCCC1 (configuration not stated) | 5 | 102 | 15 | -10 | 3 | 2 | 88 | 100 | -0.35

Shown with tabs: two of the compounds above.
SMILES	S1P2 blocker	HUVEC prolif 384	PostGolgi yeast	S1P2 ag	PostGolgi ctrl	E coli WT exp	H69AR growth 86K	Fibroblast inh	hDAT+cocaine
COC(=O)CSc1nc2ccccc2c(=O)n1C	-23	103	22	-9	-2	7	94	91	0.98
O=C(COC(=O)c1cccc(S(=O)(=O)N2CCc3ccccc3C2)c1)NCc1ccco1	/	91	-5	/	43*	-4	90	92	0.17
